# Assay outcomes deposited in PubChem BioAssay by National Center for Advancing Translational Sciences (NCATS).
# GLP1R inv ag: GLP-1 receptor (human) inverse agonism. P43220. HEK293 GLP-1R CRE-luciferase, luminescence, 24 h; GLP-1R form is constitutively active. Potency, µM (titrated, usually from 38.3 µM), without a hit: top-dose activity change, negative = inhibition, usual class: inhibitors. 1.6% of 410,000 active; note: % is set by controls: 0 for no effect and ±100 for the full control effect; nearly all actives have a fitted effect of over 55% in size
# Target sequence (P43220 whole entry, looked up): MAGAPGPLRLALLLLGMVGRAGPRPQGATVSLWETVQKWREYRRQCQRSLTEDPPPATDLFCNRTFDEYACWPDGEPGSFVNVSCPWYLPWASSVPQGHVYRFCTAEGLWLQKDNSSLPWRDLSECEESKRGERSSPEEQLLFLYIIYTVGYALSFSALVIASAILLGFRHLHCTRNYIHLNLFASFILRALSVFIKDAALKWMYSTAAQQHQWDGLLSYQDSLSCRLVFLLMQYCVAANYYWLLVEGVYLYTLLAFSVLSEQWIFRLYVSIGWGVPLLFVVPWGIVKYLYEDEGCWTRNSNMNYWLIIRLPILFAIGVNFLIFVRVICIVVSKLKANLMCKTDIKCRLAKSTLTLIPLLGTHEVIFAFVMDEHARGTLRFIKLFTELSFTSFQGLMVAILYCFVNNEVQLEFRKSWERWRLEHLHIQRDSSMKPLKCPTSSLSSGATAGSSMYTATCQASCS
#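 Readout was luciferase luminescence, measured 12 min after detection reagent at room temperature. Beforehand, GLP-1R reporter HEK293 cells had sat 12 h, then received compounds for 24 hr at 37 deg C.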
# TDP43 rescue: inhibitors of TDP-43 toxicity in yeast. TDP-43 expressing yeast growth rescue, BacTiter-Glo, 24 h. Potency, µM (doses to about 46.1 µM), for the others: top-dose growth rescue (activation), actives largely listed as activators. 1.8% of 410,000 active. AID 652104; note: % of control where 0% means no effect; nearly all actives have a fitted effect of over 50% in size
#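 Growth rescue of TDP-43-toxic yeast measured as ATP luminescence (BacTiter-Glo). Cells grown to mid-log in raffinose, induced in galactose at OD600=0.02, exposed to compound 24 hr at 30 deg C.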
# KB-3-1 cytotox: kills parental KB-3-1 adenocarcinoma cells. KB-3-1 viability, CellTiter-Glo ATP luminescence, 72 h. Potency, µM (highest dose often 46.1 µM), for inactives: at the highest dose activity change, negative = cytotoxic, most hits filed as cytotoxic. 1.4% of 400,000 active. AID 1347075; note: % is set by controls: 0 for no effect and ±100 for the full control effect; nearly all actives have a fitted effect of over 60% in size
#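 Parental KB-3-1 adenocarcinoma cells in phenol-red-free DMEM with 10% FBS were pin-treated with compounds at several concentrations, incubated 72 h at 37 °C, and viability read by CellTiter-Glo luminescence; concentration-effect curves were fitted after normalization.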
# HT1080 IDH1KD tx: HT-1080 IDH1 knockdown cell toxicity (counter line) | 2% of 360,000 active | Potency, µM (top dose mostly 46.1 µM), for the others: at the highest dose activity, negative = toxicity, actives largely listed as cytotoxic | HT-1080 IDH1 knockdown viability, ATP luminescence, 48 h;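 note: 0% = DMSO wells and -100% = cell-free medium wells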
#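 % activity derives from luminescence (CellTiter-Glo), normalised to DMSO and no-cell wells. HT-1080-IDH1KD cells, 750/well, had 48 h compound exposure at 37 °C.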
# GLP1R ag: agonists of human GLP-1 receptor; AID 624172; Potency, µM (titrated, usually from 45.6 µM), for the others: top-dose activation, usual class: activators; HEK293 GLP-1R CRE-luciferase, luminescence, 4-6 h; cells express a hypersensitive GLP-1R form; 0.007% of 380,000 active; note: % of control where 0% means no effect
# SW480 rereplic: inducers of DNA re-replication in SW480 colon cancer cells | 1.8% of 340,000 active | Potency, µM (top dose mostly 46.1 µM), for inactives: at the top dose re-replication activation, usual class: activators | SW480 DNA re-replication, Hoechst DNA content imaging, 48 h; note: % of control where 0% means no effect; nearly all actives have a fitted effect of over 55% in size
#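 SW480 cells exposed to compounds for 48 hr at 37 C, 5% CO2, then Hoechst-stained 40 min. Nuclear DNA content imaged by fluorescence scanning (405 nm excitation, 500-530 nm emission); re-replication scored as increased high-intensity nuclei.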
# HEK293 tox: cytotoxicity in counter-screen for GLP-1R inverse agonists | HEK293 cAMP-luciferase reporter cells, luminescence, 24 h | Potency, µM (top dose mostly 38.3 µM), for the others: at the top dose activity change, negative = inhibition, most hits filed as inhibitors | 0.13% of 410,000 active | AID 624418;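 note: loss of luciferase light is scored as toxicity; % is set by controls: 0 for no effect and ±100 for the full control effect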
#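 To flag toxic compounds, the library was rerun on cells for 24 hr at 37 deg C and 5% CO2. Viability-linked luminescence was captured 12 min after adding luciferase detection reagent.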
# HT1080-NT tox: kills 2HG-producing HT-1080-NT fibrosarcoma cells. HT-1080-NT fibrosarcoma viability, CellTiter-Glo ATP luminescence, 48 h. Potency, µM (top dose mostly 46.1 µM), for inactives: top-dose activity, negative = less viability, usual class: cytotoxic. 1.6% of 360,000 active. AID 686970;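 note: NT is the 2HG producing partner of a matched IDH1 knockdown line; 0% = DMSO-treated cells and -100% = media-only wells without cells; nearly all actives have a fitted effect of over 55% in size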
#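 A 48-hour cytotoxicity screen used HT-1080-NT cells plated 2 hours before compound delivery. ATP-based CellTiter-Glo luminescence measured viability, normalized to DMSO and no-cell controls.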
# KB-V1 MDR tox: kills drug-selected multidrug resistant KB-V1 cells; AID 1347076; KB-V1 MDR cells viability, CellTiter-Glo, 72 h; 3.4% of 400,000 active; Potency, µM (series often up to 46.1 µM), inactives show top-dose activity change, negative = cytotoxicity, actives largely listed as cytotoxic; note: % is set by controls: 0 for no effect and ±100 for the full control effect; nearly all actives have a fitted effect of over 60% in size
#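 qHTS viability screen in drug-selected KB-V1 MDR cells: 72 h compound treatment at 37 degrees C, ATP luminescence end point.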
# Active calls of the source: *; u = inconclusive; x = not tested or not shown; [ ] = another dose, or the depositor's remark. Calls come from the whole dose curve; as a rule, active = well fitted curve in the direction sought with a large enough effect; inconclusive = small, poorly fitted or top-dose-only effect, or another doubt; inactive = no such curve, though single readings can be large; an effect the other way counts as inactive or inconclusive. Potency is the fitted concentration of half-maximal effect.
SMILES,GLP1R inv ag,TDP43 rescue,KB-3-1 cytotox,HT1080 IDH1KD tx,GLP1R ag,SW480 rereplic,HEK293 tox,HT1080-NT tox,KB-V1 MDR tox
Cc1ccc(-n2nc3c(=O)n(C(C)C(=O)NCc4ccc(Cl)cc4)nc(C)c3c2C)cc1 (configuration not stated),u,14.4%,8.2µM*,4.5%,5.0%,-1.2%,-13.6%,-0.3%,-5.5%
CCOC(=O)c1sc(NC(=O)C(C)Sc2nnc(N)s2)nc1C (configuration not stated),14.2%,5.5%,3.1%,2.4%,23.3%,-29.0%,6.8%,-0.2%,-5.0%
CCOc1cccc2cc(C(=O)NC(C)c3ccccc3)c(=N)oc12 (configuration not stated),1.8%,17.4%,1.1%,1.2%,-7.7%,u,6.5%,-11.2%,u
Cc1ccc(NC(=O)c2ccc3nc[nH]c3c2)c(O)c1,7.0%[7.66 µM],5.2%,2.3%,-17.3%,3.0%,-3.3%,3.4%[7.66 µM],-7.5%,-29.9%
Nc1ccn(CC(=O)NCc2ccc3c(c2)OCO3)c(=O)n1,0.3%,-6.8%,7.5%,2.2%,-4.6%,-5.0%,11.5%,11.8%,6.5%
Cc1ccc(CNC(=O)C(CC(C)C)NS(=O)(=O)c2ccc3c(c2)oc(=O)n3C)cc1 (configuration not stated),-17.9%,-2.6%,3.2%,x,-0.8%,x,1.4%,x,15.0%
O=C1c2ccccc2CCC12OC2c1ccc([N+](=O)[O-])cc1 (configuration not stated),10.4%,19.8%,-24.6%,-8.5%,-3.8%,x,7.0%,-1.9%,-3.0%
COc1ccc(C(=O)N[C@H]2COC(C)(C)O[C@H]2c2ccccc2)cc1,16.0%,-1.1%,-10.0%,11.5%,12.3%,-4.1%,2.4%,2.1%,1.8%
Cc1cc(C)n(CCc2nc3c4ccccc4nc(SCc4ccc(F)cc4)n3n2)n1,3.2%,u,2.4%,x,x,x,1.2%,x,6.7%
Cc1ncc(CN2CCCC(CCC(=O)NCc3ccc(F)c(F)c3)C2)s1 (configuration not stated),-34.5%,-3.2%,-1.5%,6.2%,8.8%,-19.1%,-6.5%,2.1%,-0.8%
COc1ccc(N2CCN(S(=O)(=O)c3c(C)nc4sccn4c3=O)CC2)cc1,11.8%,u,-6.5%,1.7%,4.8%,-4.4%,-3.2%,1.9%,-12.2%
COc1cc(C=NNC(=O)C(=O)Nc2cccc(Cl)c2)cc(OC)c1O,8.0%,27.2%,0.4%,7.0%,-0.8%,x,-2.6%,-1.8%,18.2%
OCCC#Cc1c(-c2ccsc2)sc2ccccc12,u,u,-12.7%,1.6%,-1.9%,u,0.8%,-8.5%,7.0%
CC(C)CNC(=S)N1CCC(NC(=O)C23CC4CC(CC(C4)C2)C3)CC1,0.7%,21.2%,9.9%,-12.7%,-8.1%,-8.8%,-6.0%,-7.0%,-3.8%
O=C(/C=C/c1ccc(OCCCF)cc1)NCc1ccc(Cl)cc1,0.3%,12.5%,-1.7%,13.4%,5.2%,-2.1%,-22.1%,17.3%,1.9%
COc1cc(C(=O)Nc2cccc(S(=O)(=O)NCc3ccco3)c2)cc(OC)c1OC,-8.9%,16.1%,12.9%,-10.4%,10.5%,-12.8%,-9.3%,-5.2%,6.7%
COc1cc(N(Cc2ccccc2)Cc2ccccc2)c2ncn(C(C)C)c2c1,u,6.6%,-7.4%,-10.8%,8.4%,-1.7%,2.7%,-10.8%,-12.7%
COc1ccc(Cc2c(-c3ccc(F)cc3)nc3cc(C)c(Br)c(C)n23)c(C)c1,u,-6.1%,-28.1%,-19.0%,-1.5%,x,5.0%,-26.3%,u
O=C1CN(C(=O)c2ccc(Br)o2)C(c2ccccc2)c2cc(Cl)ccc2N1 (configuration not stated),u,1.8%,u,-16.8%,6.3%,-1.7%,4.5%,-5.0%,u
COc1cnn(-c2ccccc2)c(=O)c1N(C)C,0.3%,-4.5%,7.7%,-2.9%,7.7%,-9.6%,0.0%,9.6%,-0.2%

# Filtered by structure, those above with sulfur
SMILES,GLP1R inv ag,TDP43 rescue,KB-3-1 cytotox,HT1080 IDH1KD tx,GLP1R ag,SW480 rereplic,HEK293 tox,HT1080-NT tox,KB-V1 MDR tox
CCOC(=O)c1sc(NC(=O)C(C)Sc2nnc(N)s2)nc1C (configuration not stated),14.2%,5.5%,3.1%,2.4%,23.3%,-29.0%,6.8%,-0.2%,-5.0%
Cc1ccc(CNC(=O)C(CC(C)C)NS(=O)(=O)c2ccc3c(c2)oc(=O)n3C)cc1 (configuration not stated),-17.9%,-2.6%,3.2%,x,-0.8%,x,1.4%,x,15.0%
Cc1cc(C)n(CCc2nc3c4ccccc4nc(SCc4ccc(F)cc4)n3n2)n1,3.2%,u,2.4%,x,x,x,1.2%,x,6.7%
Cc1ncc(CN2CCCC(CCC(=O)NCc3ccc(F)c(F)c3)C2)s1 (configuration not stated),-34.5%,-3.2%,-1.5%,6.2%,8.8%,-19.1%,-6.5%,2.1%,-0.8%
COc1ccc(N2CCN(S(=O)(=O)c3c(C)nc4sccn4c3=O)CC2)cc1,11.8%,u,-6.5%,1.7%,4.8%,-4.4%,-3.2%,1.9%,-12.2%
OCCC#Cc1c(-c2ccsc2)sc2ccccc12,u,u,-12.7%,1.6%,-1.9%,u,0.8%,-8.5%,7.0%
CC(C)CNC(=S)N1CCC(NC(=O)C23CC4CC(CC(C4)C2)C3)CC1,0.7%,21.2%,9.9%,-12.7%,-8.1%,-8.8%,-6.0%,-7.0%,-3.8%
COc1cc(C(=O)Nc2cccc(S(=O)(=O)NCc3ccco3)c2)cc(OC)c1OC,-8.9%,16.1%,12.9%,-10.4%,10.5%,-12.8%,-9.3%,-5.2%,6.7%

# New compounds follow.
SMILES,GLP1R inv ag,TDP43 rescue,KB-3-1 cytotox,HT1080 IDH1KD tx,GLP1R ag,SW480 rereplic,HEK293 tox,HT1080-NT tox,KB-V1 MDR tox
CCC(C)C(=O)Nc1nnc(SCC(=O)NC2CCCCC2)s1 (configuration not stated),6.9%,-22.0%,2.3%,9.0%,3.9%,-0.8%,-11.5%,11.2%,-3.5%
COc1cc(C2C3=C(CCCC3=O)Nc3ccc4ncccc4c32)ccc1O (configuration not stated),3.0%,-28.4%,u,6.51µM*,u,23.1µM*,u,u,5.6%
O=C(Cn1nc(Cc2cccnc2)c2ccccc2c1=O)NCC1CCCO1 (configuration not stated),-17.5%,-8.7%,7.7%,3.2%,3.1%,-1.6%,8.8%,-6.3%,0.4%
O=C1CSC(=Nc2ccccc2)N1Cc1ccccc1,u,25.1%,7.6%,9.8%,11.2%,8.3%,1.8%,2.8%,-21.7%
CC1CC(C)CN(C(=O)Cc2c(C(=O)O)[nH]c3ccc(Cl)cc23)C1 (configuration not stated),-13.9%,-17.5%,4.3%,-3.3%,-1.4%,-0.6%,0.2%,3.3%,-3.5%
O=C1CC(c2cccc(F)c2)c2c(n3ncnc3[nH]c2=O)N1 (configuration not stated),-12.2%,5.3%,u,x,-6.6%,x,-1.0%,x,-4.3%
CCCCCc1c(C)nc(NCc2ccccc2)[nH]c1=O,-8.4%,-17.0%,0.1%,-22.4%,-4.1%,-7.4%,-7.7%,7.5%,u
Cc1ccc(NC(=O)c2ccc(N3CCCC3=O)cc2)cc1S(=O)(=O)N1CCCCC1,0.3%,8.9%,2.9%,11.3%,7.9%,-2.7%,-1.5%,-0.5%,6.2%
Cc1cccnc1NC(=O)CCCN1C(=O)c2ccccc2C1=O,-0.1%,-9.6%,9.4%,-7.9%,1.2%,0.0%,-1.6%,0.0%,0.6%
CCCn1c(SCc2cc(=O)oc3ccc4ccccc4c23)n[nH]c1=O,1.1%,5.9%,25.5%,18.7%,15.0%,2.0%,-0.8%,9.4%,9.6%
COCC(C)NCc1ccc(OC)c(Br)c1 (configuration not stated),18.5%,-8.6%,11.8%,3.9%,0.9%,-4.8%,9.7%,-0.3%,4.4%
COc1ccccc1CN1CC(C(=O)NCCc2ccc(C)o2)CCC1=O (configuration not stated),5.6%,8.4%,4.5%,26.9%,-5.5%,-4.5%,1.6%,u,u
Cc1ccc(Nc2ncnc3c2cnn3-c2ccc(C)cc2)cc1,7.4%,7.3%[9.22 µM],1.0%,x,x,x,6.9%,x,5.6%
CCN(Cc1ccc(C#CCCO)cc1)CC1CCCN(CCc2cccc(F)c2)C1 (configuration not stated),10µM*,0.0%,-7.8%,-20.5%,0.5%,1.3%,-23.6%,-23.0%,-5.7%
Cc1ccccc1C(=O)Nc1cccc(N)c1,-20.9%,2.0%,11.6%,3.9%,-0.9%,-6.6%,-21.4%,2.2%,-1.9%
NC(=NC(=O)c1ccccc1)N1CCOCC1,0.7%,-19.2%,-3.8%,2.9%,-6.2%,-3.8%,5.3%,16.6%,2.1%
Cc1ccc(NC(=O)CCN2C(=O)CSC2=O)cc1,-2.3%,-7.5%,-2.3%,18.9%,10.6%,-3.1%[9.22 µM],0.0%,u,4.0%
O=C(Cc1cccs1)NCc1cn2ccccc2n1,12.8%,10.1%,2.6%,3.9%,9.3%,-5.8%,3.8%,-2.5%,-27.5%
O=C(CN1CCC(C(=O)c2ccc3c(c2)OCCO3)CC1)Nc1ccccc1F,u,-25.5%,-9.4%,u,10.2%,u,7.0%,u,-21.0%
COc1cccc(C(C(=O)NC2CCCC2)N(C(=O)c2ccco2)c2ccc(NC(C)=O)cc2)c1OC (configuration not stated),2.6%,-23.1%,1.2%,0.0%,8.6%,1.8%,2.6%,15.9%,11.3%
c1cncc(CSc2nnc3ccc(-c4ccco4)nn23)c1,0.7%,-7.7%,12.8%,11.8%,0.7%,1.1%,5.6%,-0.5%,u
CC(C)COc1ccc(C(=O)NCc2ccco2)cc1,-27.1%,u,13.0%,-1.1%,-0.6%,-21.0%,-16.8%,2.4%,13.1%
Cc1c2ccccc2nc2c(F)c(N(C)C)c(F)c(F)c12,44.4%[activator],-3.2%,-11.6%,-6.9%,15.0%,19.0%,161.5%[activator],-0.1%,u
